aSyn UTR inh: 5' untranslated region of α-synuclein, MLPCN primary screen. inhibition, % (tested at 7.5 µM). 0.82% of 300,000 active. alpha-synuclein 5'UTR reporter, inhibitor activity. AID 1813; in the data active = inhibition above about 60%; inconclusive = no clear call, values can overlap the other calls;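 note: H4 neuroglioblastoma cells stably carrying SNCA 5'UTR luciferase fusion; 0% = DMSO wells and 100% = positive control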
HSF1 inhib: HSF1 inhibition. NIH3T3-HGL HSE-luciferase, MG132-induced, luminescence 8 h; active compounds read low. activity change, negative = inhibition, % at 7.5 µM (by protocol). 0.77% of 300,000 active. AID 2098;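 active = more than half of replicate wells show activity change below -50%, luminescence cut by over half; inconclusive = some wells, but at most half, below -50%; inactive = no replicate well below -50%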;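 note: luciferase reports HSF-1 transcriptional activity via heat shock element; 0% = median of DMSO wells and -100% = zero luminescence signal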
HIF act: HIF pathway transcriptional activation. U2OS HRE-luciferase reporter, luminescence; normalized: DMSO 0%, desferrioxamine 100%. activation, % at 7.5 µM (by protocol). 0.32% of 300,000 active. AID 1910;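 active = mean activation of at least 10% of the iron chelator positive control signal, with at least half of replicates also reaching 10%; inconclusive = mean and replicate majority disagree about reaching 10%; inactive = mean and most replicates under 10%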
KLF5 inhibitor: kruppel-like factor 5 inhibition; inhibition, % at 5 µM; DLD-1 KLF5 promoter-luciferase reporter, luminescence; 0.23% of 290,000 active;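 active = inhibition above a per-plate limit of that plate's mean compound inhibition plus 3 SD, cut at about 60% in these data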;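 note: 0% = DMSO wells and 100% = LY294002 at 200 µM; higher means less KLF5 promoter-driven luciferase light; inactives centre near -14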
AI-2 QS modul: modulates the Vibrio harveyi AI-2 quorum sensing system; Vibrio harveyi JMH597 AI-2 luminescence/OD600 ratio, 9 h; active compounds read low; strain lacks LuxN and CqsS sensors; 0 = neutral-control median; activity change, % at 7.5 µM; 0.4% of 300,000 active; AID 2094; in the data active = activity change below about -75%, passing the limit was not always enough; inconclusive = no clear call, values can overlap the other calls;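 note: luminescence divided by OD600 gain over 9 h not by final OD600 alone; inactives centre near 13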
IEC-6 cytotox: kills IEC-6 intestinal cells in KLF5 counter-screen. 0.78% of 290,000 active. inhibition, % at 5 µM. IEC-6 cytotoxicity, luminescence viability; in the data active = inhibition above about 22%;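 note: 0% = plate median of test compound wells and 100% = cytotoxic reference compound wells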
HSP90 refold inh: HSP90 refolding inhibition in rabbit reticulocyte lysate | luciferase refolding luminescence, 3 h | inhibition, % at 5.6 µM | 0.91% of 290,000 active;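 active = inhibition above the screen-wide mean plus 3 SD, computed separately per campaign, cut at about 16% in these data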;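 note: 0% = DMSO wells and 100% = 60 µM geldanamycin wells; inhibitors lower the luminescence because luciferase stays unfolded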
GSK3 alpha inh: blocks human GSK-3 alpha kinase; P49840; ADP-Glo luminescence, 60 min; inhibition, % at 10 µM; 0.1% of 320,000 active; AID 2650;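 in the data active = inhibition above about 50%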;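 note: GST-tagged GSK-3 alpha with peptide substrate and 25 µM ATP; 0% = DMSO neutral wells and 100% = GW8510 positive control wells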
Target sequence (P49840 whole entry, looked up): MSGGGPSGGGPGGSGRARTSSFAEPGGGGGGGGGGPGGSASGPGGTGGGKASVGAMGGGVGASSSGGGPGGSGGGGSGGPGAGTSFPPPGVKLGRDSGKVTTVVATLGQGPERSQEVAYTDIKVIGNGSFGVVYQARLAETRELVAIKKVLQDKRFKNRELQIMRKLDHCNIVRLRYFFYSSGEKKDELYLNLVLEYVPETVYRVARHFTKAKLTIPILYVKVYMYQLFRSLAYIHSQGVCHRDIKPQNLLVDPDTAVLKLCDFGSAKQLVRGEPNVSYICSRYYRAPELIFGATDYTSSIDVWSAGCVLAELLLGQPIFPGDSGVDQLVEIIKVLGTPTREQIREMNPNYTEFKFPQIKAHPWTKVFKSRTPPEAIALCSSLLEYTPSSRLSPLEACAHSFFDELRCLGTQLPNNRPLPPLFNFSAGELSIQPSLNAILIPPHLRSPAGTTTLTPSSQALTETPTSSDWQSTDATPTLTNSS
HSF-1 act: increases HSF-1 driven luciferase reporter signal. activation, % at 9 µM. 1.7% of 300,000 active. NIH3T3-HGL HSF-1 luciferase reporter, MG132, 8 h; 100% = twice DMSO control signal;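 active = mean replicate activation of at least 50% with a set share of replicates each reaching 50%; inconclusive = only one of those two conditions met; inactive = mean below 50% and too few replicates reaching it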;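 note: 0% = median of the neutral control wells and 100% = twice that signal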
GSK3beta inhib: blocks human GSK3beta kinase activity. 0.038% of 300,000 active. activity score (negative = inhibition), % at 10 µM. GST-GSK3beta kinase, ADP-Glo luminescence, 60 min; active compounds read low. AID 2097;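 active = more than half of replicate wells score below -50%, meaning over 50% inhibition versus plate controls; inconclusive = some replicates but at most half score below -50%; inactive = no replicate scores below -50%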;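 note: 0% = median DMSO wells and -100% = median GW8510 positive control wells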
Target sequence (P49841 whole entry, looked up): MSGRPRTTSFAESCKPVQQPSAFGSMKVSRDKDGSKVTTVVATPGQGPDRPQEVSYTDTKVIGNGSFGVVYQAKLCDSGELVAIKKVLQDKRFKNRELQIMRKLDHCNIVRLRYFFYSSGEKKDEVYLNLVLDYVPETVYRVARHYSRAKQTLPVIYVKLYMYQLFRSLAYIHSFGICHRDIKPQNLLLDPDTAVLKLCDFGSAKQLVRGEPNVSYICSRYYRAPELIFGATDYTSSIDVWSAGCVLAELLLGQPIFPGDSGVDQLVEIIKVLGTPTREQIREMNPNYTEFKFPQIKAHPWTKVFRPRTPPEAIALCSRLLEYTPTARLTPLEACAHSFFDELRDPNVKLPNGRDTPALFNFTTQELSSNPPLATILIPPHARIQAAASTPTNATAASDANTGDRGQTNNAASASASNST
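Assay system: GST-tagged human GSK3beta kinase, cell-free; Input: 1.6 ng GSK3beta; Medium: Tris/MgCl2 kinase buffer; Timing: 60 min enzyme reaction, room temperature; Signal: ADP-Glo luminescence quantifying ADP generated by kinase; Evaluation: score relative to plate controls; Benchmarks: DMSO neutral wells and GW8510 at 20 µM as positive.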
Active calls of the source: *; ? = inconclusive; . = not tested or not shown.

SMILES | aSyn UTR inh | HSF1 inhib | HIF act | KLF5 inhibitor | AI-2 QS modul | IEC-6 cytotox | HSP90 refold inh | GSK3 alpha inh | HSF-1 act | GSK3beta inhib
COc1cc(NC(=O)CN(C)C2CCCCC2)c(C)cc1[N+](=O)[O-] | -8 | 0 | 0.8 | -2 | 24 | 1 | 3 | 0 | -15 | -5
COC(=O)c1c(C)[nH]c(C(=O)/C=C/c2ccccc2F)c1C | -245 | 27 | 3.0 | -95 | 23 | -5 | -6 | -1 | 66* | 2
COc1cccc(NC(=O)C2CCN(S(=O)(=O)c3ccc4[nH]c(=O)ccc4c3)CC2)c1 | -7 | 0 | 0.0 | -14 | 17 | -2 | -4 | 3 | 25 | 3
CCn1cc(CN2N=C(C)CC2c2ccccc2)c(C)n1 (stereo not drawn) | 1 | 0 | -0.2 | -14 | 12 | -5 | 0 | -2 | 12 | 0
O=C(OCc1ccccn1)c1ccc(COc2ccccc2Cl)o1 | -14 | 12 | -12 | -26 | -17 | -2 | 2 | -5 | 6 | -2
CCNS(=O)(=O)c1ccc(CCC(=O)NCc2ccccn2)cc1 | -1 | -6 | -0.4 | -9 | -11 | 3 | 0 | -1 | -23 | 0
Cn1c(=O)[nH]c(=O)c2c1nc(Br)n2CCSc1nc2ccccc2o1 | 2 | -5 | -0.2 | 2 | 24 | 0 | -1 | 3 | -5 | 2
COc1ccc(C2NCCC3(O)CCCCC23)c(OC)c1OC (stereo not drawn) | -11 | -1 | 0.4 | -31 | 18 | -4 | -4 | -2 | 1 | 0
COc1ccc(Nc2cc(C)nc3ncnn23)c(OC)c1 | 1 | -6 | -0.4 | -2 | 40 | 2 | -2 | -1 | -10 | 2
COc1ccc(CNC(=O)c2cc(S(=O)(=O)N3CCCC3)cn2C)cc1 | -5 | 3 | -0.3 | -18 | 0 | -3 | -3 | 5 | -5 | -1
COc1ccc(OC)c(S(=O)(=O)n2nnc3cc(Cl)ccc32)c1 | 14 | 8 | 0.0 | -18 | 8 | -7 | -4 | -2 | 24 | 0
CCOC(=O)N1CCN(C(=O)C2CCN(S(=O)(=O)c3ccccc3)CC2)CC1 | -20 | -39 | -0.2 | -12 | 11 | 1 | 7 | -2 | -53 | -2
CCOC(=O)C1CCN(C(=O)c2cc3cc(Cl)ccc3[nH]2)CC1 | -4 | -4 | 1.9 | -45 | -18 | 3 | -1 | -2 | 17 | 1
Cc1oc(-c2cccc(Cl)c2)nc1CS(=O)(=O)CC(=O)NCCN1CCOCC1 | 8 | -3 | -0.3 | -1 | 6 | -3 | -2 | -4 | 3 | 1
CCOc1ccccc1CN1CCC(N2CCOCC2)CC1 | -8 | -13 | 0.1 | -29 | -4 | -1 | 2 | -1 | 1 | 1
COCCNc1nc2nonc2nc1N1CCC(N(C)C)C1 (stereo not drawn) | 30 | -7 | 0.0 | -17 | -1 | 8 | 3 | 0 | 9 | 2
CCn1c(-c2ccc(OC)c(OC)c2)n[nH]c1=S | 32 | -4 | -0.4 | -8 | 34 | 1 | -3 | 3 | 5 | -1
COc1ccc(C)cc1S(=O)(=O)N(CC(=O)NCc1ccc(Cl)cc1)Cc1ccccc1 | 34 | 3 | -1.2 | 7 | 12 | -4 | 4 | -7 | 11 | 2
CC(C)=CC(=O)OCC(=O)NC1CCCc2ccccc21 (stereo not drawn) | 22 | -1 | -0.5 | 5 | 36 | -1 | 0 | 2 | 1 | 2
CCN(C(=O)c1cc2c(=O)[nH]c3ccc(C)cc3c2s1)c1ccccc1C | 15 | 13 | 0.0 | 20 | 13 | -1 | 2 | -2 | 43 | -7
COc1ccccc1C(=O)Nc1ccc(Nc2ccccc2)cc1 | -9 | 16 | 0.2 | . | 11 | . | . | -2 | 29 | -3
COc1cc2c(cc1OC)CN(C(=O)Cc1ccccc1)CC2 | 5 | 51 | -14 | -37 | 16 | 2 | 1 | 3 | ? | 1
CCOC(=O)C(Sc1ncn[nH]1)c1ccccc1 (stereo not drawn) | -16 | -5 | -0.2 | 7 | 4 | -3 | 0 | -3 | 8 | -1
N#C/C(=N\Nc1ccc(S(=O)(=O)N2CCOCC2)cc1)C(N)=S | 8 | -2 | 0.2 | -19 | 18 | -9 | -3 | . | 3 | -2
O=C(NC1CCCC1)C1CC(=O)N(c2ccc(F)c(Cl)c2)C1 (stereo not drawn) | -5 | -1 | 0.3 | -10 | 16 | -4 | -7 | 1 | -4 | -2
Cc1nn(-c2ccccn2)c2c1C(c1ccccc1Cl)C1=C(N2)c2ccccc2C1=O (stereo not drawn) | 42 | -4 | 0.2 | 18 | -1 | -15 | -2 | -1 | -10 | -3
C/C(=N\OCc1cccc(C(=O)O)c1)c1ccc(Cl)cc1 | 104* | 7 | -1.4 | 64* | -2 | 6 | 71* | -5 | 11 | 0
O=C(c1ccc2c(c1)[nH]c(=S)n1c3ccccc3nc21)N1CCN(c2ncccn2)CC1 | 4 | -7 | -0.4 | -11 | -3 | 1 | -1 | 0 | -13 | 0
CCOc1ccc2nc(Nc3nc4ccc(NC(C)=O)cc4s3)sc2c1 | -88 | 16 | 2.1 | 1 | 23 | -2 | -4 | -3 | 37 | 2
O=C(N/N=C\c1cccc(Br)c1)c1ccccc1-n1cccc1 | 4 | 13 | -0.5 | -49 | -11 | 1 | 0 | 2 | 19 | 1
CC1=C(C(=O)Nc2ccccc2C(F)(F)F)C(c2ccc(C)s2)NC(=S)N1 (stereo not drawn) | 26 | 4 | -0.5 | -21 | -1 | 4 | 3 | -1 | -3 | 0
CC(=O)NC(=S)Nc1ccc([N+](=O)[O-])cc1C | -5 | . | -0.7 | -9 | -2 | 1 | 2 | 2 | . | -2
O=C1c2ccsc2SCCN1Cc1ccc(Cl)cc1Cl | 26 | -33 | -0.6 | -18 | 18 | -9 | 0 | . | -51 | 2
CCOc1ccc(NC(=O)CCN2CCN(c3ccccc3)CC2)cc1 | 15 | -8 | 0.4 | -29 | 6 | 0 | 2 | -3 | 9 | 0
CCCC(=O)N1CCN(c2ccc(NC(=O)c3ccc([N+](=O)[O-])o3)cc2)CC1 | 40 | -11 | -2.6 | -5 | 44 | 90* | -1 | . | 8 | 0
CCn1c(NCc2cc(Br)ccc2NS(=O)(=O)c2ccc(C)cc2)nc2ccccc21 | 10 | 3 | -0.5 | -20 | 3 | 0 | -1 | -2 | 13 | -3
COc1ccccc1NS(=O)(=O)c1cc(NC(=O)C(C)C)ccc1N1CCCCC1 | 0 | 1 | 0.0 | -4 | 28 | 2 | 3 | . | 19 | 1
COc1ccccc1C(=O)NCC(=O)N/N=C/c1cccc(Cl)c1 | 11 | 1 | -0.2 | -3 | 10 | -3 | -1 | . | -5 | -3
COc1ccc2nc(SCC(=O)Nc3ccc4c(c3)CCC4)[nH]c2c1 | 3 | 13 | -0.1 | -11 | -44 | 1 | -1 | 0 | 2 | 1
CS(=O)(=O)Nc1ccc(C(=O)NCCc2ccccc2)cc1 | -125 | 10 | 1.3 | -51 | 1 | 0 | -1 | 4 | 35 | 1
CCCC(O)(c1ccc(CC)cc1)C(CN1CCOCC1)c1ccccc1 (stereo not drawn) | 18 | -3 | -38 | -33 | 27 | -8 | -3 | -3 | -7 | 2
NNc1nc(-c2ccccc2)nc2sc3c(c12)CCCC3 | -65 | -43 | 1.7 | -45 | 28 | 12 | 8 | -1 | -51 | 3
CC(C)NC(=O)CN(Cc1ccc(F)cc1)C(=O)CCC(=O)Nc1nccs1 | 1 | -4 | -0.3 | 1 | 19 | -4 | 3 | -2 | -5 | 0
NC(=O)c1ccc(NC(=O)COC(=O)c2cc([N+](=O)[O-])ccc2N2CCOCC2)cc1 | -9 | 2 | 1.6 | . | 11 | . | . | 0 | 3 | -1
O=C(O)c1ccccc1NC(=O)c1cc2ccccc2oc1=O | -23 | 13 | 0.0 | -121 | 10 | 2 | 23* | -3 | 5 | 3
CCCCN(CC)C(=O)Cn1cnc2ccc(S(=O)(=O)N3CCC(C)CC3)cc2c1=O | 5 | -2 | 0.3 | -32 | 19 | -2 | -8 | -1 | -6 | -4
COc1ccc2oc(C(=O)OCC(=O)N3CCCCC3)c(C)c2c1 | -47 | 18 | 0.7 | . | 26 | . | . | 3 | 24 | -4
CCCOc1ccc(N2C(=O)CC(NCCNc3ccc(S(=O)(=O)CC)cc3)C2=O)cc1 (stereo not drawn) | 7 | -5 | -0.6 | -17 | 37 | -8 | -2 | -2 | 5 | 0
O=C(CCc1ccccc1)NCc1cccnc1 | -10 | -10 | -0.2 | -3 | 18 | 1 | 5 | -1 | 15 | 4
CC(=O)Nc1cccc(NC(=O)CCn2c(=O)sc3ccccc32)c1 | -11 | -6 | -0.1 | -2 | 33 | 2 | -1 | . | -3 | 1
O=C(CCCCl)NC(=S)Nc1ccc(N2CCOCC2)cc1 | -54 | -35 | -0.7 | -99 | 26 | -2 | 1 | -1 | -42 | 5

9 of these compounds in another layout:
| SMILES | aSyn UTR inh | HSF1 inhib | HIF act | KLF5 inhibitor | AI-2 QS modul | IEC-6 cytotox | HSP90 refold inh | GSK3 alpha inh | HSF-1 act | GSK3beta inhib |
| --- | --- | --- | --- | --- | --- | --- | --- | --- | --- | --- |
| NNc1nc(-c2ccccc2)nc2sc3c(c12)CCCC3 | -65 | -43 | 1.7 | -45 | 28 | 12 | 8 | -1 | -51 | 3 |
| CC(C)NC(=O)CN(Cc1ccc(F)cc1)C(=O)CCC(=O)Nc1nccs1 | 1 | -4 | -0.3 | 1 | 19 | -4 | 3 | -2 | -5 | 0 |
| NC(=O)c1ccc(NC(=O)COC(=O)c2cc([N+](=O)[O-])ccc2N2CCOCC2)cc1 | -9 | 2 | 1.6 | . | 11 | . | . | 0 | 3 | -1 |
| O=C(O)c1ccccc1NC(=O)c1cc2ccccc2oc1=O | -23 | 13 | 0.0 | -121 | 10 | 2 | 23* | -3 | 5 | 3 |
| CCCCN(CC)C(=O)Cn1cnc2ccc(S(=O)(=O)N3CCC(C)CC3)cc2c1=O | 5 | -2 | 0.3 | -32 | 19 | -2 | -8 | -1 | -6 | -4 |
| COc1ccc2oc(C(=O)OCC(=O)N3CCCCC3)c(C)c2c1 | -47 | 18 | 0.7 | . | 26 | . | . | 3 | 24 | -4 |
| CCCOc1ccc(N2C(=O)CC(NCCNc3ccc(S(=O)(=O)CC)cc3)C2=O)cc1 (stereo not drawn) | 7 | -5 | -0.6 | -17 | 37 | -8 | -2 | -2 | 5 | 0 |
| O=C(CCc1ccccc1)NCc1cccnc1 | -10 | -10 | -0.2 | -3 | 18 | 1 | 5 | -1 | 15 | 4 |
| CC(=O)Nc1cccc(NC(=O)CCn2c(=O)sc3ccccc32)c1 | -11 | -6 | -0.1 | -2 | 33 | 2 | -1 | . | -3 | 1 |

Screening data as filed in PubChem BioAssay.
